KLF5 inh = kruppel-like factor 5 inhibition. AID 1700. inhibition, % at 5 µM. 290,000 compounds, 0.23% hits. DLD-1 KLF5 promoter-luciferase reporter, luminescence;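 active means inhibition above a per-plate limit of that plate's mean compound inhibition plus 3 SD, cut at about 60% in these data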;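 further: 0% = DMSO wells and 100% = LY294002 at 200 µM; higher means less KLF5 promoter-driven luciferase light; inactives centre near -14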
Platelet DG rel = platelet dense granule release activity. inhibition, %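 (compounds screened at 7.5 µM in platelet-rich plasma)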. 300,000 compounds, 0.22% hits. human platelet-rich plasma, SFLLRN dense granule ATP release, luminescence;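 active means mean replicate score, as percent of positive control, at or above 50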
AI-2 QS mod = modulators of Vibrio harveyi AI-2 quorum sensing system | activity change, % at 7.5 µM | 300,000 compounds, 0.4% hits | Vibrio harveyi JMH597 AI-2 luminescence/OD600 ratio, 9 h; hits give low values; strain lacks LuxN and CqsS sensors; 0 = neutral-control median; in the data active means activity change below about -75%, passing the limit was not always enough;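 further: luminescence divided by OD600 gain over 9 h not by final OD600 alone; inactives centre near 13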
HSF-1 act = increases HSF-1 driven luciferase reporter signal. activation, % at 9 µM. NIH3T3-HGL HSF-1 luciferase reporter, MG132, 8 h; 100% = twice DMSO control signal. 300,000 compounds, 1.7% hits;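 active means mean replicate activation of at least 50% with a set share of replicates each reaching 50%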;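 further: 0% = median of the neutral control wells and 100% = twice that signal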
SKKanGAS inh = blocks kanamycin growth of S. pyogenes SKKanGAS strain | inhibition, % at 7.5 µM | AID 1662 | BacTiter-Glo, 6 h | 300,000 compounds, 1.3% hits;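 active means mean replicate score, as percent of positive control median, at least 50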;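 further: strain carries kanamycin resistance gene driven by streptokinase promoter and grows in 40 µg/ml kanamycin; loss of luminescence reflects streptokinase promoter inhibition or plain growth inhibition; 0% = median of DMSO wells and 100% = positive control at its reference dose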
IEC-6 cytotox = kills IEC-6 intestinal cells in KLF5 counter-screen | 290,000 compounds, 0.78% hits | IEC-6 cytotoxicity, luminescence viability | inhibition, % at 5 µM; in the data active means inhibition above about 22%;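 further: 0% = plate median of test compound wells and 100% = cytotoxic reference compound wells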
HSP90 refold inh = blocks HSP90-mediated luciferase refolding in reticulocyte lysate | Rabbit reticulocyte lysate, luciferase refolding luminescence, 3 h | inhibition, % at 5.6 µM | 290,000 compounds, 0.91% hits | AID 1789;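 active means inhibition above the screen-wide mean plus 3 SD, computed separately per campaign, cut at about 16% in these data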;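 further: 0% = DMSO wells and 100% = 60 µM geldanamycin wells; inhibitors lower the luminescence because luciferase stays unfolded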
HSF1 inh = HSF1 inhibition | NIH3T3-HGL HSE-luciferase, MG132-induced, luminescence 8 h; hits give low values | activity change, negative = inhibition, % at 7.5 µM (by protocol) | 300,000 compounds, 0.77% hits | AID 2098;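 active means more than half of replicate wells show activity change below -50%, luminescence cut by over half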;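 further: luciferase reports HSF-1 transcriptional activity via heat shock element; 0% = median of DMSO wells and -100% = zero luminescence signal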
aSyn 5UTR inh = MLPCN primary screen, SNCA 5' untranslated region; AID 1813; inhibition, % (tested at 7.5 µM); 300,000 compounds, 0.82% hits; alpha-synuclein 5'UTR reporter, inhibitor activity; in the data active means inhibition above about 60%;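 further: H4 neuroglioblastoma cells stably carrying SNCA 5'UTR luciferase fusion; 0% = DMSO wells and 100% = positive control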
HIF activator = HIF pathway transcriptional activation; 300,000 compounds, 0.32% hits; U2OS HRE-luciferase reporter, luminescence; normalized: DMSO 0%, desferrioxamine 100%; activation, % at 7.5 µM (by protocol);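 active means mean activation of at least 10% of the iron chelator positive control signal, with at least half of replicates also reaching 10%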
* = called active by the depositor; / = no result given. Rows were taken by chance. About 6% of those tested had a hit in this group.

SMILES	KLF5 inh	Platelet DG rel	AI-2 QS mod	HSF-1 act	SKKanGAS inh	IEC-6 cytotox	HSP90 refold inh	HSF1 inh	aSyn 5UTR inh	HIF activator
CC(=O)N1CCc2c(sc(NC(=O)c3ccc(S(=O)(=O)N(C)C)cc3)c2C#N)C1	-25	-1	22	0	-3	-5	-4	-3	5	-0.4
O=c1c(-c2nn[nH]n2)coc2ccc(Cl)cc12	-1	-4	15	5	0	-5	-3	-9	29	0.3
COc1ccc(NC(=O)CSc2ccccc2)cc1S(=O)(=O)N1CCOCC1	-27	-1	28	-8	1	1	-2	-4	9	-0.5
COCCn1nnnc1C(c1ccc(OC)cc1)N1CCN(c2ccccc2F)CC1 (stereo not given)	-5	-4	39	-5	-2	1	-1	-1	17	-0.5
COc1ccc(C(=O)Oc2cc(N)n(S(=O)(=O)c3ccc(C)cc3)n2)cc1	17	-1	17	-1	14	-1	4	-3	-4	0.0
CC(C)N=C1NN=C(c2cccs2)CS1	-91	7	20	19	-1	-9	0	9	-100	2.3
CC(C)(C)c1ccc(Cn2nnc3c(=O)[nH]c(C4CCCN(C(=O)Cc5cccs5)C4)nc32)cc1 (stereo not given)	-21	-5	18	14	12	-1	3	17	16	-0.7
COc1cc(C(=O)OCC(=O)N(CC(C)C)C2CCS(=O)(=O)C2)ccc1OCC(C)C (stereo not given)	/	-5	46	-12	14	/	/	-6	-12	-0.1
C=CCNC(=O)Nc1ccc2oc(C)nc2c1	-17	-6	17	1	-1	-1	-3	-2	-13	0.2
COc1ccc(S(=O)(=O)NCCc2c[nH]c3ccc(Cl)cc23)cc1	-14	-3	14	-5	-8	3	0	-1	-8	-0.8
CN(Cc1cnccn1)C(=O)CC1C(=O)NCCN1Cc1c(F)cccc1Cl (stereo not given)	-18	1	8	16	3	-2	-4	3	4	0.7
CSc1nnc(-c2ccccc2)n1C	3	1	-1	16	3	0	-3	0	-11	0.0
Cc1nn(C(C)C(=O)N/N=C/c2ccc(N(C)C)cc2)c(C)c1[N+](=O)[O-] (stereo not given)	10	9	-6	26	1	2	3	1	-2	-0.1
COC(=O)C(CC(=O)c1ccccc1)CC(=O)c1ccccc1	-17	5	9	22	-2	-4	0	2	-48	-3.1
Nc1nonc1C(=O)N1CCCC1	-15	-7	2	2	-17	8	2	-6	-12	-0.2
COc1ccc(Nc2nnc(SC(C(=O)Nc3ccc(OC)c(Cl)c3)c3ccccc3)s2)cc1 (stereo not given)	14	22	28	28	22	-6	-6	13	-11	0.4
CCOC(=O)C1(S(=O)(=O)c2ccc(Cl)cc2)CCN(Cc2ccc(C)cc2)CC1	-7	-6	11	2	2	-2	-3	2	23	0.0
CCc1sc(C(=O)NCc2ccco2)cc1Br	-35	6	6	-15	7	6	-1	6	-10	0.6
O=C(NC1CCCCC1)c1ccc(S(=O)(=O)NCc2cccnc2)cc1	-20	-2	5	-4	3	-3	-2	-13	8	-1.6
CCOc1ccccc1/C=C(/NC(=O)c1ccccc1)C(=O)NC(C)c1ccccc1 (stereo not given)	-3	-6	29	8	3	-3	-6	1	15	2.8
COc1ccccc1CNc1ncnc2cc(Cl)ccc12	6	3	27	25	3	11	1	4	-23	0.4
COCCn1c(SCC(=O)N(C)C2CCS(=O)(=O)C2)nc2ccccc2c1=O (stereo not given)	-22	-2	27	4	8	5	1	2	18	1.0
Nn1c(SCC(=O)N2CCN(S(=O)(=O)c3ccc(Cl)cc3)CC2)nnc1-c1cccs1	-22	5	6	7	0	-2	2	-3	23	-0.2
N#Cc1c(NC(=O)CSc2nnc(-c3ccccc3O)n2-c2ccccc2)sc2c1CCCC2	4	0	31	5	8	-1	3	-3	-15	-0.3
COc1ccc(C2C(=O)c3ccccc3C2=O)cc1	-6	8	9	6	3	-4	3	1	-83	0.2

Continuation.
SMILES	KLF5 inh	Platelet DG rel	AI-2 QS mod	HSF-1 act	SKKanGAS inh	IEC-6 cytotox	HSP90 refold inh	HSF1 inh	aSyn 5UTR inh	HIF activator
CCOC(=O)c1cnn2c(C(F)(F)F)cc(-c3ccccc3)nc12	-28	-12	0	-6	-14	1	1	-1	2	/
COC(=O)COc1cccc(NC(=O)c2cc(OC)cc(OC)c2)c1	-6	-6	7	-3	-12	0	-2	3	-11	-0.1
Cc1cc(C(=O)Nc2nnc(C(F)(F)F)s2)no1	-41	3	9	31	2	0	0	-3	-14	0.6
C=CCOC(=O)/C(=C\C=C\c1ccccc1)NC(=O)c1ccccc1	0	5	26	7	6	4	1	4	-31	0.8
COc1ccc(N(C(=O)Cn2nnc(-c3ccc(F)cc3)n2)C(C)C(=O)NC2CCCC2)cc1OC (stereo not given)	35	0	/	22	-11	9	0	-5	14	1.2
COc1ccc(N(CC(=O)NCCSCc2ccco2)S(=O)(=O)c2ccccc2)cc1Cl	-31	15	-5	17	32	3	2	8	2	-0.1
O=C(c1cccc(-n2cnnn2)c1)N1CCOCC1	-8	3	-2	-46	-4	-1	-4	-42	16	-2.4
COc1cc(C(=O)OCC(=O)Nc2c(F)cccc2F)cc(OC)c1C	-10	0	21	9	2	-3	0	4	5	-0.1
COc1ccc(N2CCN(C(=O)c3cccc(Cn4cc(Cl)cn4)c3)CC2)cc1	3	-4	38	16	-2	-3	5	8	5	-0.1
Cc1cc(C)cc(NC(=O)CSc2nnc(-c3ccccc3C)o2)c1	-21	-1	12	49	7	-1	2	12	-119	1.0
Cc1cccc(NC(=O)CSCC(=O)Nc2ccc(S(=O)(=O)N3CCOCC3)cc2)c1	/	-1	20	3	1	/	/	4	-2	-0.2
CCOC(=O)c1ccc(Nc2cc(C)nc(-c3ccccc3O)n2)cc1	7	-7	4	15	7	6	5	5	40	/
CCOc1ccc2nc(NC(=O)Cn3[nH]c(=O)c4ccccc4c3=O)sc2c1	-31	3	33	11	28	2	11	10	-105	1.8
CCN(CC)c1ccc(C2C3CCCCC3(O)CCN2C(=O)c2cccs2)cc1 (stereo not given)	9	-3	19	3	-1	-9	0	8	16	-0.3
COc1ccc(-n2nc3c(c2NC(C)=O)CS(=O)(=O)C3)cc1	-23	1	8	6	1	1	-2	-3	-11	1.6
O=S(=O)(c1ccccc1)c1cnc2ccccc2c1	/	-1	33	-3	1	/	/	-2	-5	-0.1
CCOc1ccc(C(=S)N2CCCC2)cc1OC	-8	8	12	-19	0	-4	5	0	16	0.4
CCn1cc(C2CC(=O)NC2=O)c2ccccc21 (stereo not given)	-17	6	2	-6	3	-2	-2	3	3	-0.5
CCC(C)n1c(SCC(=O)Nc2ccccc2C(F)(F)F)nc2ccsc2c1=O (stereo not given)	-7	-7	19	-1	-1	0	-2	-1	4	0.2
CC1CC(=O)C2=C(C1)Nc1ccccc1N(C(=O)COc1ccccc1)C2c1ccco1 (stereo not given)	3	7	21	4	1	0	0	12	-8	-0.6
CC1(C)CC(=O)C2=C(C1)NC(=O)NC2c1ccc(Cl)cc1 (stereo not given)	-14	1	16	0	4	4	-3	6	-12	-6.7
COc1ccc(NC(=O)Cn2nnc(C(=O)NCc3cccc(OC)c3)c2N)cc1	-27	-1	-4	0	9	-4	-2	3	33	0.8
COc1ccc(N2C(=O)c3cccc4cc(Br)cc(c34)C2=O)cc1	-17	1	1	2	/	-1	3	2	8	-0.2
CC(C)(C)c1ccc(O)c(/C=N\O)c1	9	-4	-1	14	9	2	7	4	-38	2.0
CCNc1nc(N)c(C(=O)c2ccc(Cl)s2)s1	-90	-1	34	34	1	-4	2	30	-188	5.6

Four structures already listed, sorted by heavy-atom count, low to high:
SMILES	KLF5 inh	Platelet DG rel	AI-2 QS mod	HSF-1 act	SKKanGAS inh	IEC-6 cytotox	HSP90 refold inh	HSF1 inh	aSyn 5UTR inh	HIF activator
O=C(c1cccc(-n2cnnn2)c1)N1CCOCC1	-8	3	-2	-46	-4	-1	-4	-42	16	-2.4
COc1ccc(N2C(=O)c3cccc4cc(Br)cc(c34)C2=O)cc1	-17	1	1	2	/	-1	3	2	8	-0.2
CCOC(=O)c1ccc(Nc2cc(C)nc(-c3ccccc3O)n2)cc1	7	-7	4	15	7	6	5	5	40	/
CCC(C)n1c(SCC(=O)Nc2ccccc2C(F)(F)F)nc2ccsc2c1=O (stereo not given)	-7	-7	19	-1	-1	0	-2	-1	4	0.2

Other compounds.
SMILES	KLF5 inh	Platelet DG rel	AI-2 QS mod	HSF-1 act	SKKanGAS inh	IEC-6 cytotox	HSP90 refold inh	HSF1 inh	aSyn 5UTR inh	HIF activator
CC(CCc1ccccc1)NS(=O)(=O)c1ccc(Cl)c(C(=O)O)c1 (stereo not given)	-31	6	/	-7	-4	0	-5	-7	-6	-0.7
Cc1ccc2c(c1)C(C)CC(C)(C)N2C(=O)NC1CCCCC1 (stereo not given)	-18	3	-6	12	4	6	2	1	-38	0.3
CCn1cc(CN2CCN(Cc3cccc(OC)c3)C(CCO)C2)c(C)n1 (stereo not given)	-32	-9	28	22	-1	3	0	4	-2	-0.3
O=C1c2cccnc2C(O)N1Cc1ccc(F)cc1 (stereo not given)	2	6	22	-4	-4	-6	6	-9	12	0.0
COc1ccc(NS(=O)(=O)c2ccc(NC(=O)CCNS(=O)(=O)c3ccc(C)cc3)cc2)cc1	-1	-35	17	-1	1	-1	0	-3	-8	0.5
Cc1ccc2oc(C(=O)N(C)CCC(O)c3ccccc3)c(C)c2c1 (stereo not given)	-7	-5	17	11	5	-9	-6	8	-10	-1.2
CS(=O)(=O)N(CC(=O)NCCc1ccccc1)c1cccc([N+](=O)[O-])c1	-41	1	17	6	-4	2	2	0	-27	1.5
CC(=O)NCCc1nc2cc(NC(=O)c3ccc([N+](=O)[O-])cc3)ccc2n1C	-59	6	48	15	-1	-4	1	7	-42	3.7
CCN(CC(=O)Nc1ccccc1C(F)(F)F)C(=O)C1CC(=O)N(Cc2ccccc2)C1 (stereo not given)	/	1	11	25	-12	/	/	15	9	0.0
Cn1nc(C(=O)NCc2ccccc2Cl)c2c1-c1ccccc1S(=O)(=O)C2	-7	-1	27	-4	4	-5	-5	4	18	-0.7
COc1ccccc1NC(=O)CSc1nnnn1-c1ccc(C)cc1	-2	-4	24	3	-7	-2	1	2	-3	0.4
CCn1cc(CN2CCC(n3nccc3NC(=O)CCc3ccccc3)CC2)cn1	-17	-4	10	-7	3	-5	3	-3	0	-0.1
Cc1nn(-c2ccccc2)c2nc(N)c(C(N)=O)cc12	-37	-1	0	-14	0	-4	-2	4	-12	1.0
CC(NC(=O)Nc1ccccc1)C(c1cccs1)N1CCN(C)CC1 (stereo not given)	19	2	10	9	-2	5	3	4	11	-0.2
CC(=O)[C@@H]1[C@@H](C(=O)c2ccccc2)[C@]2(C(=O)Nc3ccccc32)[C@H]2C=Cc3cc(F)ccc3N12	-3	-3	17	4	7	5	-1	-10	-28	-0.1
CCOC(=O)C1CCN(Cc2c(F)cccc2Cl)CC1	4	-7	12	5	4	3	2	-8	-6	-0.1
O=C(N/C(=C\c1ccccc1)C(=O)N1CCCCC1)c1ccco1	0	3	13	-9	0	3	-4	3	-8	-8.4
Cc1cccc(-c2nc(NCCCN(C)C)c3ccccc3n2)c1	-23	3	41	5	-2	-2	-6	2	-20	2.0
O=C(NCc1n[nH]c(=S)n1-c1ccc(F)cc1)c1ccco1	-34	-11	23	-2	-8	-2	2	-6	-6	/
CC1CCCCN1C(=O)COC(=O)c1n[nH]c2ccccc12 (stereo not given)	-95	-3	19	32	0	-6	1	20	-73	1.4
CCn1c(=O)c(C(=O)CN2CC(C)OC(C)C2)c(N)n(Cc2ccccc2)c1=O (stereo not given)	-40	3	8	4	-6	-4	-4	0	-12	0.0
